Assay outcomes as filed in PubChem.
Tb PFK block = T. brucei PFK enzyme inhibition; T. brucei PFK, ADP-Glo luminescence; actives 0.17% (n = 330,000); AID 485367; Potency, µM (series often up to 57.5 µM), without a hit: top-dose activity, negative = inhibition, most hits filed as inhibitors;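 further: potency means the concentration at half of the fitted maximal effect; 0% = uninhibited 1x PFK enzyme wells and -100% = no-enzyme wells; nearly all actives have a fitted effect of over 60% in size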
Target sequence (O15648 whole entry, looked up): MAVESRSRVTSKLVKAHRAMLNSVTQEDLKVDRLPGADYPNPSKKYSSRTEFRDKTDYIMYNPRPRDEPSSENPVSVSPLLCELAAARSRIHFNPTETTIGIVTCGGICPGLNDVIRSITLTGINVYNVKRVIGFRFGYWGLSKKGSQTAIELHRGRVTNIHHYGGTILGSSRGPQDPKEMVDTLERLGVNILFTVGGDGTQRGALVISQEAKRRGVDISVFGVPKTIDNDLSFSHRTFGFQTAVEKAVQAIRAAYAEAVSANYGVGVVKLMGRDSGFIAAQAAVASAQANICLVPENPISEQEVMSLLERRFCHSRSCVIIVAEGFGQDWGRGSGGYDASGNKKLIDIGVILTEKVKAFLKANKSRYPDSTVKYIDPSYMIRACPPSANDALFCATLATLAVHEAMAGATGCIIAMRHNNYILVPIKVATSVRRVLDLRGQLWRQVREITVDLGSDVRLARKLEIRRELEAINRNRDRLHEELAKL
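Compounds were pin-transferred as a titration series up to 57 uM into substrate buffer (0.5 mM F6P, 0.1 mM ATP, pH 8.0), then 1.25 nM PFK was added and reactions ran 45 min before ADP-Glo detection.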
USP2a inh = blocks human ubiquitin-specific protease USP2a. actives 0.01% (n = 330,000). USP2 core, Ub-CHOP2 coupled fluorogenic reporter, 485/531. O75604. Potency, µM (series often up to 38.3 µM), for inactives: at the top dose activity change, negative = inhibition, most hits filed as inhibitors. AID 463254;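 further: potency means the concentration at half of the fitted maximal effect; plate controls were DMSO wells for no effect and full inhibition by NEM control for full effect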
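Deubiquitinase activity read as fluorescence (485/531 nm) after Ub-CHOP2 cleavage activates the enterokinase reporter on its substrate; USP2 core 10nM, Ub-CHOP2 and substrate 25nM each, 30min compound preincubation then 60min RT; data normalized to NEM, curves fitted.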
TSG101-PTAP inh = blocks PTAP/TSG101 interaction to inhibit HIV-1 budding. Potency, µM (doses to about 115 µM), for the others: top-dose activity change, negative = inhibition, actives largely listed as inhibitors. Q99816. Fluorescence polarization, FITC-PTAP peptide / Tsg101 binding. 340,000 tested, under 10 active; active means well fitted inhibition curve with a large enough effect in the main read-out, with a control signal flat, not every such curve was filed as active; inconclusive means small, poorly fitted or top-dose-only effect, or effect the other way, or a change in a side signal; inactive means no such curve, though single readings can be large or run the other way; further: potency means the concentration at half of the fitted maximal effect; % of control where 0% means no effect
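Tsg101 binding domain (10 uM final) was mixed with compound and a FITC-labeled PTAP peptide (50 nM final) in HEPES pH 7.5 buffer with NaCl, Tween 20, EDTA and TCEP; fluorescence polarization was read after 20 min at r.t.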
uPA generation = cell surface uPA generation inhibition; cell surface uPA generation assay, qHTS; Potency, µM (series often up to 38.3 µM), for inactives: at the highest dose activity change, negative = inhibition, most hits filed as inhibitors; actives 0.31% (n = 330,000); AID 540303; active means well fitted inhibition curve with a large enough effect; inconclusive means small, poorly fitted or top-dose-only effect; inactive means no such curve, though single readings can be large or run the other way; tested in mouse RAW 264.7 cells; further: potency means the concentration at half of the fitted maximal effect; on the % scale 0 is the no-effect control and ±100 the full control effect; nearly all actives have a fitted effect of over 55% in size
Eya2 inh = inhibitors of human Eya2 phosphatase activity; O00167; recombinant Eya2, OMFP fluorescence dephosphorylation (OMFP is methylfluorescein phosphate); Potency, µM (titrated, usually from 76.9 µM), inactives show at the highest dose activity, negative = inhibition, actives largely listed as inhibitors; actives 0.006% (n = 330,000); further: potency means the concentration at half of the fitted maximal effect; on the % scale 0 is the no-effect control and ±100 the full control effect
Target sequence (O00167 whole entry, looked up): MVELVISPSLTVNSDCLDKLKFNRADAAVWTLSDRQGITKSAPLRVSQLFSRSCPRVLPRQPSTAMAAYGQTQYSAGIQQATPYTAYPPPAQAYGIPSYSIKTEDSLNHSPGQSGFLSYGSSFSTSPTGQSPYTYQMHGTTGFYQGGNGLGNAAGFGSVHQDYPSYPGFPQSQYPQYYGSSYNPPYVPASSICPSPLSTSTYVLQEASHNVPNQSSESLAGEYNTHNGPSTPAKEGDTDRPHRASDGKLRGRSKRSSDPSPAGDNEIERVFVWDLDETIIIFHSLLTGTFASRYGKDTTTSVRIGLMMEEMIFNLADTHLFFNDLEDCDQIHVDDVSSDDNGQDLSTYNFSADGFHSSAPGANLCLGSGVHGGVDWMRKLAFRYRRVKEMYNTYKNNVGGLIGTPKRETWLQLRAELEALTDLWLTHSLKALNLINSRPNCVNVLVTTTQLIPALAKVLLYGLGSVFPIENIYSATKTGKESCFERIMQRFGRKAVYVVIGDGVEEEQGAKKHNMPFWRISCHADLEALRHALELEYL
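Eya2 protein (added as 0.2 uM solution) was preincubated with compound for 10 min at ambient temperature in 50 mM HEPES pH 7.5, 50 mM NaCl, 5 uM MgCl2, 0.05% BSA, 1 mM DTT. OMFP (added at 50 uM) then reacted 10 min; fluorescence read at 485/525 nm.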
B2AR arrestin = beta2AR (human) beta-arrestin recruitment activity; P07550; beta-arrestin recruitment to beta2AR, cell-based reporter; Potency, µM (top dose mostly 46.1 µM), inactives show at the top dose activation, usual class: activators; actives 0.02% (n = 330,000); AID 492947;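 further: potency means the concentration at half of the fitted maximal effect; 0% = DMSO controls and full agonism = EC100 isoproterenol or metaproterenol; nearly all actives have a fitted effect of over 65% in size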
Chronic BCR inh = blocks chronic active B-cell receptor signaling; Potency, µM (highest dose often 46.1 µM), for the others: at the highest dose ratio change, negative = lower green/red ratio, actives largely listed as inhibitors; AID 493014; ABC-DLBCL IkBa-CBG/CBR reporter, luminescence ratio, 4 h; actives 0.05% (n = 340,000); active means well fitted inhibition curve with a large enough effect in the signal ratio, with a control signal flat, not every such curve was filed as active; inconclusive means small, poorly fitted or top-dose-only effect, or effect the other way, or a change in a side signal; the % refers to the signal ratio;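 further: potency means the concentration at half of the fitted maximal effect; plate controls were basal doxycycline-induced cells for no effect and cells given 10 µM MG132 for full effect; MG132 reads +100%, hits lower the ratio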
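Doxycycline induced both beetle luciferases in TMD8 lymphoma cells; IKK-driven degradation limits the IkappaBalpha-fused green signal, while red luminescence normalises for cell number and nonspecific effects. Compounds tested up to 46 uM, 4 hrs.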
Mito fusion act = blocks mitochondrial division or promotes mitochondrial fusion; AID 485298; S. cerevisiae fusion-defective mutant growth rescue, CellTiterGlo 48 h; Potency, µM (top dose mostly 46.1 µM), for inactives: top-dose growth rescue (activation), actives largely listed as activators; actives 0.23% (n = 320,000);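 further: potency means the concentration at half of the fitted maximal effect; % of control where 0% means no effect; nearly all actives have a fitted effect of over 45% in size; temperature-sensitive fusion mutants such as fzo1-1 at 37 °C on non-fermentable ethanol glycerol medium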
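Yeast fusion mutant, YPEG (non-fermentable carbon), compound, 48 h at 37C non-permissive; CellTiterGlo added, 10 min RT, luminescence read. Rescued growth = division inhibition.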
TSHR antagonist = human thyrotropin receptor antagonism; TSHR-expressing cells, TSH-stimulated cAMP HTRF, 2 h; active compounds read low; P16473; activity change, negative = inhibition, % at 11.5 µM; actives 0.2% (n = 330,000);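 active means activity change below a set negative limit, meaning inhibition stronger than a set level, cut at about -70% in these data; inconclusive means activity change between two set negative limits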; further: on the % scale 0 is the no-effect control and ±100 the full control effect
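Inhibition of cAMP made by TSHR-expressing cells under TSH stimulation (4nM final, EC80; 2 h, 37 deg C) is quantified with a one-step lysis HTRF kit, anti-cAMP cryptate versus cAMP-d2.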
TCR activator = T cell receptor activation. primary human leukocytes, anti-CD3, IL-2 HTRF, 48 h. Potency, µM (series often up to 9.22 µM), for the others: at the top dose activation of IL-2 secretion, actives largely listed as activators. 330,000 tested, under 10 active. AID 504894; further: % of control where 0% means no effect
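Readout: HTRF IL-2, Eu-cryptate/d2 antibody pair, 320nm excitation, 665nm emission. Stimulus: a-CD3 beads, no co-stimulation. Cells: primary human leukocytes. Exposure: 48 hr with compound.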
ELG1 repair inh = ELG1-dependent DNA repair inhibition; Potency, µM (doses to about 46.1 µM), without a hit: at the top dose activity change, negative = inhibition, hits mostly inhibitors; AID 504467; actives 2.3% (n = 330,000); HEK293T ELG1-luciferase reporter, luminescence, 16 h; DNA damage induced by 5-fluorouridine; further: potency means the concentration at half of the fitted maximal effect; on the % scale 0 is the no-effect control and ±100 the full control effect; nearly all actives have a fitted effect of over 55% in size
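In this reporter screen, reduction of luminescence relative to DMSO vehicle indicated activity. Compounds and 5-fluorouridine were added together to 2,000 cells per well, incubated for 16 hr at 37 °C, then developed with ONE-Glo.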
* marks the source's active call; other numbers are inactive results; u = inconclusive; x = no result given; [ ] = dose if it differs, or a comment. Unless noted, the call rests on the fitted dose curve; in most records, active means well fitted curve in the direction sought with a large enough effect; inconclusive means small, poorly fitted or top-dose-only effect, or another doubt; inactive means no such curve, though single readings can be large; an effect the other way counts as inactive or inconclusive.

SMILES	Tb PFK block	USP2a inh	TSG101-PTAP inh	uPA generation	Eya2 inh	B2AR arrestin	Chronic BCR inh	Mito fusion act	TSHR antagonist	TCR activator	ELG1 repair inh
Cc1c(NC(=O)OCc2ccccc2)c(=O)n(-c2ccccc2)n1C	-3%	1%	-1%	-1%	-19%	-0.8%	u	1%	17	-5%	-2%
Cc1ccc(SCC(=O)N2CCN(S(=O)(=O)c3cccs3)CC2)cc1	0%	2%	-5%	1%	-12%	-0.3%	3%	x	19	1%	0%
CN(CCOC(=O)c1cccc(F)c1)Cc1ccccc1	-2%	1%	-2%	10%	4%	0.0%	7%	-5%	9	-5%[46.1 µM]	-1%
CC(=O)N1c2ccc(S(=O)(=O)N3CCC(C(=O)N4CCN(c5ccc(Cl)cc5)CC4)CC3)cc2CC1C (configuration not stated)	-2%	1%	-5%	-29%	-6%	-0.5%	u	7%	-13	1%	-24%
CCc1nc(C)cn1S(=O)(=O)c1cc([N+](=O)[O-])ccc1Cl	3%	-1%	-3%	-12%	-7%	-0.1%	u	0%	-11	-7%	u
COc1cccc(CNC(=O)Cn2nc(C)c3c(C)n(-c4ccc(C)cc4)nc3c2=O)c1OC	2%	3%	-1%	-1%	8%	0.1%	6%	-2%	-17	-2%	-11%
Cn1c(=O)c2[nH]c(N3CCCCC3)nc2n(C)c1=O	22%	3%	u	-1%	6%	-0.2%	0%	2%	26	2%	-4%
CCOC(=O)C1C(c2ccc(O)c(OCC)c2)NC(=S)NC1(O)C(F)(F)F (configuration not stated)	-20%	-1%	0%	9%	38%	-0.2%	-2%	2%	10	-2%	12%
CCCOc1ccc(C(CC(=O)O)NC(=O)c2cccs2)cc1 (configuration not stated)	2%	-2%	-8%	x	13%	-0.1%	14%	-2%	0	-1%	9%
COCCNC(=O)COc1ccc(Oc2ccccc2)cc1	-2%	2%	-3%	1%	5%	0.0%	0%	3%	-6	10%	3%
O=C(CS(=O)(=O)Cc1ccccc1)NCc1ccccc1Cl	-3%	5%	-8%	-12%	4%	-0.1%	-1%	1%	-5	-3%	3%
CC(SC1=NCCN1S(=O)(=O)c1ccccc1)c1ccccc1 (configuration not stated)	3%	-3%	-1%	-6%	3%	-0.2%	7%	-1%	-17	3%	9%
COc1ccc(C2c3c(ccc4ccccc34)Oc3ncn4nc(-c5ccco5)nc4c32)cc1OC (configuration not stated)	0%	-1%	-8%	-1%	-1%	-1.3%	6%	-6%	4	-2%[46.1 µM]	4%
Cc1cccn2c(=O)c3cc(C(=O)NCc4ccc(F)cc4)c(=N)n(CC4CCCO4)c3nc12 (configuration not stated)	2%	2%	1%	-4%	0%	0.4%	2%	1%	1	2%	-13%
CC(c1ccccc1)N1CCn2c(nc3cc(NC(=O)c4cccs4)ccc32)C1 (configuration not stated)	2%	2%	-1%	-13%	-13%	0.3%	u	-3%	-10	2%	u
Cc1ccccc1C(=O)N[C@H](C(=O)OCC(=O)NC1CC1)C(C)C	0%	0%	-5%	9%	2%	-1.7%	2%	x	-15	-2%	10%
Cn1c(N)c(C(=O)CSc2ncn[nH]2)c(=O)n(C)c1=O	1%	4%	0%	1%	0%	7.6%	-4%	-2%	-4	-4%	14%
C/C(=N\NC(=O)c1cc(-c2ccncc2)nc2ccccc12)c1ccc(N2CCOCC2)cc1	-4%	1%	-1%	u	-9%	0.2%	u	3%	-1	3%	-4%
CCOc1ccc(-n2c(C)cc(/C=N/NC(=O)C(N)=O)c2C)cc1	-2%	2%	1%	15%	-12%	0.1%	6%	-1%	10	6%	8%
Cc1cccc(-c2nc(C#N)c(NCC3CCCO3)o2)c1 (configuration not stated)	-2%	4%	-6%	-1%	-4%	-0.5%	u	2%	-8	10%	u
O=C(CCN1C(=O)C2C3C=CC(C3)C2C1=O)Nc1ccc2c(c1)OCO2 (configuration not stated)	1%	0%	-3%	-3%	-10%	-0.2%	0%	-2%	-2	-3%	7%
O=C(NC(Nc1ncc(S(=O)(=O)c2ccc([N+](=O)[O-])cc2)s1)(C(F)(F)F)C(F)(F)F)c1ccc(Cl)cc1	-7%	4%	-4%	-13%	-15%	-0.2%	u	11%	-40	3%	u
O=C(COC(=O)c1ccc([N+](=O)[O-])o1)Nc1ccc(F)cc1	-2%	2%	-1%	-6%	3%	-0.2%	-3%	x	x	x	19%
COCC(C)n1c(C)cc(C(=O)COC(=O)c2c(NC(C)=O)sc(C)c2C)c1C (configuration not stated)	-1%	-3%	-10%	4%	-8%	-0.4%	0%	-11%	6	0%	0%
CCNc1nc(NCC)n2c(SCC(=O)Nc3ccc(F)cc3)nnc2n1	u	0%	-1%	-1%	3%	-0.3%	0%	-1%	11	4%	16%
Cc1cc(C)nc(-n2nc(C)cc2NC(=O)c2ccc3c(c2)OCO3)n1	-2%	-3%	x	x	-11%	-0.6%	3%	-4%	1	x	2%
CC(c1ccccc1)C1CC(=O)N(Cc2ccco2)C1=O (configuration not stated)	-9%	2%	-4%	-1%	-14%	0.3%	2%	1%	-2	-2%	3%
O=C(c1ccccc1)N1CCN(Cc2ccccc2)CC1	-4%	2%	0%	-4%	0%	0.1%	-14%	0%	-10	-3%[46.1 µM]	7%
COC(=O)c1cccnc1NC(=S)NNC(=O)c1ccncc1	10%	5%	-1%	2%	0%	-0.3%	u	-5%	6	-3%	u
O=S(=O)(NCc1nnc2ccccn12)c1ccc(F)cc1	-2%	3%	-3%	0%	18%	-0.2%	-2%	-5%	0	-4%	-3%
CCN(CC)C1CCN(c2nc3nonc3nc2NCCOC)C1 (configuration not stated)	0%	0%	-8%	-3%	-4%	-0.3%	3%	0%	4	1%	u
CCn1ncc(/C=C/C(=O)Nc2c(C)nn(CC)c2C)c1C	0%	2%	x	2%	-19%	-0.6%	-11%	0%	2	x	11%
CC1(C)Cc2c(cnn2-c2ccc(F)cc2)C(NC(=O)C(C)(C)O)C1 (configuration not stated)	0%	-1%	1%	4%	-4%	0.6%	-1%	11%	0	11%	-2%
O=C(NCCOc1ccccc1Cl)c1cc(F)c(F)cc1Cl	-3%	1%	0%	1%	3%	0.6%	u	1%	-1	1%	u
COc1ccc(C(C)NC(=O)c2cccc([N+](=O)[O-])c2)cc1OC (configuration not stated)	0%	-1%	-1%	2%	-12%	0.0%	-8%	-4%	5	2%[46.1 µM]	7%
CCOC(=O)Nc1ccc2c(c1)N(C(=O)OC)c1ccccc1CC2	-24%	2%	-5%	-18%	2%	0.6%	-4%	9%	-3	-7%	-18%
COc1ccc(C(=O)N2CCN(c3cccc(Cl)c3)CC2)cc1S(=O)(=O)NC1CC1	-5%	5%	-1%	u	2%	0.0%	6%	-3%	21	-1%	26%
N=C1/C(=C\c2ccc(OC(=O)c3ccccc3)cc2)C(=O)N=C2SC(N3CCOCC3)=NN12	-1%	4%	-3%	2%	14%	0.0%	-13%	0%	-12	-1%	-3%
Cn1c2ccccc2c2ncn(Cc3ccc(F)cc3)c(=O)c21	-6%	7%	-4%	3%	11%	-0.5%	1%	-8%	9	-5%	9%
O=c1oc2ccccc2n1CSc1nc2ccccc2s1	-1%	0%	-4%	-2%	-3%	-0.6%	-1%	u	-21	-3%	u
CCN(CC)C(=O)[C@H]1CC(CC(=O)NCCc2ccccn2)C(=O)N2CCc3c([nH]c4ccccc34)[C@]12C (some centres not stated)	0%	6%	-3%	6%	-13%	0.2%	7%	x	-10	-8%	5%
O=C(CNS(=O)(=O)c1c(Cl)cccc1Cl)OCc1csc(-c2ccccc2)n1	0%	-3%	1%	-2%	-15%	0.0%	u	29%	-14	-13%[46.1 µM]	28%
COCCn1c(SCC(=O)N2CCCCC2)nc2ccccc2c1=O	23%	-6%	-8%	x	-15%	0.2%	u	5%	30	0%	6%
